Compound activity (PubChem)
PfHsp90 yeast 2: reduces growth (ATP signal) of yeast expressing P. falciparum Hsp90; S. cerevisiae expressing PfHsp90, BacTiter-Glo ATP, 48 h; yeast lacking PDR1 and PDR3 efflux regulators; inhibition, % at 9.4 µM; 0.32% of 310,000 active;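 active = every replicate shows inhibition above about 80%, whatever the replicate mean, limit read from the data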;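 also: 0% = DMSO neutral controls and 100% = 20 µM radicicol positive controls; yeast relying on Plasmodium falciparum Hsp90 in place of its own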
E coli growth: counter-screen for AddAB inhibitors: E. coli growth inhibition; E. coli V3065 growth, OD600 absorbance, 18 h; inhibition, % at 11.9 µM; AID 449728; 0.27% of 330,000 active;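 active = inhibition above the campaign's mean inhibition across all tested compounds plus 3 SD, cut at about 9.9% in these data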;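 also: uninfected addAB+ strain grown without phage in ampicillin broth; 0% = DMSO wells and 100% = ciprofloxacin 0.95 µg/ml wells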
phage Ecoli inh: E. coli growth loss with phage present; growth absorbance; inhibition, % at 11.9 µM; 0.26% of 360,000 active; in the data active = inhibition above about 11%
DSG3 Ab inh: human desmoglein-3 autoantibody binding inhibition; DSG3-coupled beads, scFv-anti-DSG3-GFP binding, flow cytometry; active compounds read low; binding (percent of control), % at 10 µM; 0.48% of 310,000 active; AID 588358;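 active = binding more than 3 SD below its plate's average and above zero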;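 also: hits lower antibody fragment binding to DSG3; some compounds called inactive have numbers as strong as hits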
Target sequence (P32926 whole entry, looked up, the tested form may be a part): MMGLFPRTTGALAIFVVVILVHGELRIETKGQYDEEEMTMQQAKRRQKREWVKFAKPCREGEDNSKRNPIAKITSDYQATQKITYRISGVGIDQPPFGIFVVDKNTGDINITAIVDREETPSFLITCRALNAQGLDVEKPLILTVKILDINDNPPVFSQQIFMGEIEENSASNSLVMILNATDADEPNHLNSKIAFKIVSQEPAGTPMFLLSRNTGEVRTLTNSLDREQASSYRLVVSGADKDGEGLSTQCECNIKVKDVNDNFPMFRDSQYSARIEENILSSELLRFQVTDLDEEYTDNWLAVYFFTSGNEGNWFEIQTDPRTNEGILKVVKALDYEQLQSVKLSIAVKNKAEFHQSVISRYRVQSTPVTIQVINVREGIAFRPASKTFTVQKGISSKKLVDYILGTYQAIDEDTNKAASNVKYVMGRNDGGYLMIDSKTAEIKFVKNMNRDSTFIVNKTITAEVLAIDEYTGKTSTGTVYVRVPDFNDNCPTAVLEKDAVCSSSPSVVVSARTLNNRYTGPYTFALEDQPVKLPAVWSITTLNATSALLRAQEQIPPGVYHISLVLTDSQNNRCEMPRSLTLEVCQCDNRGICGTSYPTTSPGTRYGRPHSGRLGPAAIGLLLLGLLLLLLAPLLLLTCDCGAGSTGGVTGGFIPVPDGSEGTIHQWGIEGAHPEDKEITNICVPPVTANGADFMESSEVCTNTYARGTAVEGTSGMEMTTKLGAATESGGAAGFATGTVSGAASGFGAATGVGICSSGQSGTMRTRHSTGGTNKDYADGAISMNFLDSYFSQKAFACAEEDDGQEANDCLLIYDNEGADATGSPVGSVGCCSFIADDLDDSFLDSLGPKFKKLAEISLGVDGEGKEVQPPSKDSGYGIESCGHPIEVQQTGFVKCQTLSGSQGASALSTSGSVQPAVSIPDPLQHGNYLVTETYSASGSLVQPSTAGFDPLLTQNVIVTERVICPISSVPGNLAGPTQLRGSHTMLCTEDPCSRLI
Tat transport: inhibitors of E. coli Tat protein transport; E. coli MC4100 TorA-mCherry Tat export, fluorescence; inhibition, % at 10 µM; 0.036% of 340,000 active;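 active = mean replicate inhibition at least 50% and at least half of replicates individually reaching 50%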;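 also: exported cargo escapes ClpAP degradation while cytoplasmic cargo is degraded and loses fluorescence; 0% = median of neutral control wells and 100% = median of NaSCN control wells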
Arr AP2 block: blocks beta-arrestin peptide binding to AP2 adaptin; FITC-arrestin peptide / GST-AP2 beads, flow cytometry; AP2 beta2 appendage carries R879A mutation; inhibition, % at 10 µM; 0.31% of 340,000 active; AID 504490;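 active = inhibition above a set limit, near 3 SD of compounds lacking own fluorescence, cut at about 54% in these data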;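 also: plate controls were DMSO wells for no effect and 5 µM unlabelled arrestin peptide for full effect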
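system = GST-tagged AP2 beta2-adaptin appendage (R879A) on 4 µm glutathione beads | reagent = FITC-labelled arrestin peptide probe, 50 nM final | schedule = compound with beads 12 min RT, then probe 1 h RT | signal = HyperCyt-sampled flow cytometry, FL1 channel, ex 488/em 535 nm | read-out = percent response from loss of bead-bound FITC fluorescence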
MOR-DOR inv ag: inverse agonist of human OPRM1-OPRD1 heterodimerization. P35372+P41143. cell-based MOR-DOR heterodimer luminescence, inverse agonism. inhibition, % at 9.3 µM. 0.21% of 340,000 active. AID 504357; in the data active = inhibition above about 22%, passing the limit was not always enough;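 also: 0% = cells with DMSO and 100% = wells without cells with DMSO; values of inactives mirror those of a sister screen read the other way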
SUMO Mot1 rescue: blocks SUMOylation pathway, rescuing yeast Mot1-301 growth; S. cerevisiae Mot1-301 growth rescue, ATP luminescence, 38.5C; percent above DMSO median, 100 means doubled; growth rescue, % at 18.8 µM; 1% of 320,000 active; AID 2716;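 active = every valid replicate shows activation above 250% relative to neutral control wells; inactive = the rest, any valid replicate at or below 250%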;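 also: OY570 slx delta 5 strain wells were the positive control but not used for scaling; some compounds called inactive have numbers as strong as hits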
AddAB inh: less growth of phage-infected E. coli with AddAB; AID 435030; E. coli expressing H. pylori AddAB, absorbance growth; 0.29% of 330,000 active; inhibition, % at 11.9 µM; in the data active = inhibition above about 12%;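 also: 0% = vehicle wells of infected cells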
PKA-R1A activ: activators of PKA-R1A complex; P00514+P68181; PKA-R1A dissociation, Cy5-IP20 fluorescence polarization; scaled: DMSO 0%, 113 µM cGMP 100%; activation, % at 11.4 µM; 0.083% of 340,000 active;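 active = percent activation above the mean of all tested compounds plus 3 SD, cut at about 19% in these data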;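 also: higher means more PKAc released from R1A so a rise in polarization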
MOR-DOR ag: OPRM1-OPRD1 heterodimerization agonism; cells, luminescence; P35372+P41143; activation, % at 9.3 µM; 0.3% of 340,000 active; AID 504326; in the data active = activation above about 18%;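 also: 0% = vehicle-treated cells and 100% = reference agonist; values of inactives mirror those of a sister screen read the other way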
The depositor's hits bear a star.

Results for CCOC(=O)Cc1csc(NC(=O)COc2ccccc2OCC)n1 ?
PfHsp90 yeast 2: 7; E coli growth: 3.2; phage Ecoli inh: 4.1; DSG3 Ab inh: 90; Tat transport: -6; Arr AP2 block: 20; MOR-DOR inv ag: 19; SUMO Mot1 rescue: -2; AddAB inh: 3.4; PKA-R1A activ: 2; MOR-DOR ag: -3.9

How did COc1cccc2c1OC1(C)CC2NC(=O)N1 (centres undefined) do in these assays?
PfHsp90 yeast 2: 6; E coli growth: 1.7; phage Ecoli inh: 3.3; DSG3 Ab inh: 96; Tat transport: 1; Arr AP2 block: -15; MOR-DOR inv ag: 15; SUMO Mot1 rescue: -12; AddAB inh: 1.9; PKA-R1A activ: -13; MOR-DOR ag: -3.0

What do the screens show for `COc1cccc(Cn2cnc3c(NS(=O)(=O)c4cc(Cl)ccc4Cl)c(C)c(C)cc32)c1`?
PfHsp90 yeast 2: -32; E coli growth: -2.2; phage Ecoli inh: 0.3; DSG3 Ab inh: 99; Tat transport: 8; Arr AP2 block: -5; MOR-DOR inv ag: -52; SUMO Mot1 rescue: 180; AddAB inh: -0.9; PKA-R1A activ: -3; MOR-DOR ag: 9.4

How did NCCN1C(=O)S/C(=C\c2ccc3c(c2)OCO3)C1=O do in these assays?
PfHsp90 yeast 2: -21; E coli growth: 0.6; phage Ecoli inh: -0.2; DSG3 Ab inh: 101; Tat transport: 6; Arr AP2 block: 8; MOR-DOR inv ag: 6; SUMO Mot1 rescue: -25; AddAB inh: 0.1; PKA-R1A activ: -2; MOR-DOR ag: -1.0

What do the screens show for `O=C(CN1C(=O)c2ccccc2C1=O)Nc1cccc(O)c1`?
PfHsp90 yeast 2: 8; E coli growth: 1.5; phage Ecoli inh: 2.3; DSG3 Ab inh: 97; Tat transport: 11; Arr AP2 block: 11; MOR-DOR inv ag: 14; SUMO Mot1 rescue: 6; AddAB inh: 0.5; PKA-R1A activ: 1; MOR-DOR ag: -3.0

Results for O=C(Cn1cnc2nc3n(c2c1=O)CCC3)NCc1ccccc1 ?
PfHsp90 yeast 2: 5; E coli growth: 1.6; phage Ecoli inh: 7.4; DSG3 Ab inh: 83; Tat transport: 14; Arr AP2 block: 2; MOR-DOR inv ag: 13; SUMO Mot1 rescue: -12; AddAB inh: 5.0; PKA-R1A activ: -13; MOR-DOR ag: -2.5

Results for Cc1cc(NC(=O)COC(=O)CSCc2ccc(Cl)c(Cl)c2)no1 ?
PfHsp90 yeast 2: -11; E coli growth: -1.7; phage Ecoli inh: 4.1; DSG3 Ab inh: 100; Tat transport: 3; Arr AP2 block: 1; MOR-DOR inv ag: -23; SUMO Mot1 rescue: 1; AddAB inh: 0.9; PKA-R1A activ: 7; MOR-DOR ag: 4.4

How did CC(c1ccc(Br)cc1)N1CC23C=CC(O2)C(C(=O)O)C3C1=O (centres undefined) do in these assays?
PfHsp90 yeast 2: 5; E coli growth: 2.1; phage Ecoli inh: 1.7; DSG3 Ab inh: 111; Tat transport: -5; Arr AP2 block: 0; MOR-DOR inv ag: 14; SUMO Mot1 rescue: -23; AddAB inh: 4.4; PKA-R1A activ: -1; MOR-DOR ag: -2.9

How did Nc1ccc(-n2nnnc2-c2ccco2)cc1 do in these assays?
PfHsp90 yeast 2: 35; E coli growth: -1.6; phage Ecoli inh: 1.2; DSG3 Ab inh: 104; Tat transport: 8; Arr AP2 block: -3; MOR-DOR inv ag: 7; SUMO Mot1 rescue: 244; AddAB inh: 1.4; PKA-R1A activ: 4; MOR-DOR ag: -1.4

What do the screens show for `Cc1cc(C)c(S(=O)(=O)c2cccc(Br)c2C)c(Cl)n1`?
PfHsp90 yeast 2: -12; phage Ecoli inh: 1.8; DSG3 Ab inh: 117; Tat transport: -6; Arr AP2 block: -1; MOR-DOR inv ag: 18; SUMO Mot1 rescue: -20; PKA-R1A activ: -2; MOR-DOR ag: -4.0

Results for C=CCNC(=O)c1ccccc1NS(=O)(=O)c1ccc(SC)cc1 ?
PfHsp90 yeast 2: -26; E coli growth: 0.6; phage Ecoli inh: 2.5; Tat transport: 0; Arr AP2 block: -4; MOR-DOR inv ag: 18; SUMO Mot1 rescue: -20; AddAB inh: 4.0; PKA-R1A activ: -2; MOR-DOR ag: -3.9

How did Cc1cc2cccc(C)c2nc1SCC(=O)NC1CCCCC1 do in these assays?
PfHsp90 yeast 2: 10; E coli growth: -1.3; phage Ecoli inh: 1.4; DSG3 Ab inh: 118; Tat transport: -1; Arr AP2 block: 18; MOR-DOR inv ag: -1; SUMO Mot1 rescue: 5; AddAB inh: 3.6; PKA-R1A activ: 11; MOR-DOR ag: 0.2

Brought forward from above: two entries; new compounds follow.
Results for C=CCNC(=O)c1ccccc1NS(=O)(=O)c1ccc(SC)cc1 ?
PfHsp90 yeast 2: -26; E coli growth: 0.6; phage Ecoli inh: 2.5; Tat transport: 0; Arr AP2 block: -4; MOR-DOR inv ag: 18; SUMO Mot1 rescue: -20; AddAB inh: 4.0; PKA-R1A activ: -2; MOR-DOR ag: -3.9

How did Cc1cc2cccc(C)c2nc1SCC(=O)NC1CCCCC1 do in these assays?
PfHsp90 yeast 2: 10; E coli growth: -1.3; phage Ecoli inh: 1.4; DSG3 Ab inh: 118; Tat transport: -1; Arr AP2 block: 18; MOR-DOR inv ag: -1; SUMO Mot1 rescue: 5; AddAB inh: 3.6; PKA-R1A activ: 11; MOR-DOR ag: 0.2

What do the screens show for `CN1CCN(S(=O)(=O)c2ccc(N(C)Cc3cccs3)nc2)CC1`?
PfHsp90 yeast 2: 22; E coli growth: -2.1; phage Ecoli inh: 4.0; DSG3 Ab inh: 97; Tat transport: -1; Arr AP2 block: 12; MOR-DOR inv ag: 10; SUMO Mot1 rescue: 21; AddAB inh: 1.6; PKA-R1A activ: 1; MOR-DOR ag: -1.8

Results for Cc1noc(C)c1C(=O)OCC(=O)Nc1ccc(S(N)(=O)=O)cc1 ?
E coli growth: 0.3; phage Ecoli inh: 0.6; DSG3 Ab inh: 100; Tat transport: -2; Arr AP2 block: -8; MOR-DOR inv ag: 10; SUMO Mot1 rescue: 10; AddAB inh: 2.4; PKA-R1A activ: -1; MOR-DOR ag: -2.5

What do the screens show for `CCCCCCCCC(=O)NC(NC(=S)N1CCOCC1)C(Cl)(Cl)Cl` (centres undefined)?
PfHsp90 yeast 2: 3; E coli growth: 1.1; phage Ecoli inh: 1.2; DSG3 Ab inh: 101; Tat transport: 13; Arr AP2 block: 0; MOR-DOR inv ag: -18; SUMO Mot1 rescue: 104; AddAB inh: 0.6; PKA-R1A activ: -5; MOR-DOR ag: 3.1

Results for O=C1C2CCCN2C(=O)N1CCN1CCN(CCO)CC1 (centres undefined) ?
PfHsp90 yeast 2: 2; E coli growth: -1.6; phage Ecoli inh: 3.0; DSG3 Ab inh: 94; Tat transport: -8; Arr AP2 block: -3; MOR-DOR inv ag: 3; SUMO Mot1 rescue: -17; AddAB inh: 0.5; PKA-R1A activ: -2; MOR-DOR ag: -0.5

Results for CCCCOC(=O)c1ccc(NC(=O)C(=O)NCc2cccnc2)cc1 ?
PfHsp90 yeast 2: 16; E coli growth: 1.8; phage Ecoli inh: 3.5; DSG3 Ab inh: 103; Tat transport: 0; Arr AP2 block: -15; MOR-DOR inv ag: 5; SUMO Mot1 rescue: 578; AddAB inh: 4.1; PKA-R1A activ: -6; MOR-DOR ag: -1.1

Results for CC(C)COCC(CN(Cc1ccccc1)c1ccccc1)N1CCCC1 (centres undefined) ?
PfHsp90 yeast 2: -1; E coli growth: 0.9; phage Ecoli inh: 6.0; Tat transport: 10; Arr AP2 block: -1; MOR-DOR inv ag: -60; SUMO Mot1 rescue: -14; AddAB inh: -2.9; PKA-R1A activ: 8; MOR-DOR ag: 11

What do the screens show for `Nc1c(-c2ccc(Cl)cc2)cnc2ncnn12`?
PfHsp90 yeast 2: 16; E coli growth: 1.1; phage Ecoli inh: 3.0; DSG3 Ab inh: 99; Tat transport: -2; Arr AP2 block: -8; MOR-DOR inv ag: 5; AddAB inh: 2.1; PKA-R1A activ: 3; MOR-DOR ag: -1.0

What do the screens show for `COc1cc(/C=C/[N+](=O)[O-])ccc1OC(=O)/C=C/c1ccc(F)cc1`?
PfHsp90 yeast 2: -18; E coli growth: -0.5; phage Ecoli inh: 0.3; DSG3 Ab inh: 103; Tat transport: 6; Arr AP2 block: 2; MOR-DOR inv ag: -4; SUMO Mot1 rescue: 37; AddAB inh: -2.1; PKA-R1A activ: -5; MOR-DOR ag: 0.8

How did Cc1cc(C)c2c(N)c(C(=O)N/N=C/c3ccccc3)sc2n1 do in these assays?
PfHsp90 yeast 2: 20; E coli growth: 0.4; phage Ecoli inh: 3.8; Tat transport: 2; Arr AP2 block: 11; MOR-DOR inv ag: 8; SUMO Mot1 rescue: 373; AddAB inh: 2.9; PKA-R1A activ: -3; MOR-DOR ag: -1.6

How did Cc1ccc2c(c1)N(CC(=O)N1CCCC(C)C1)C(=O)CO2 (centres undefined) do in these assays?
PfHsp90 yeast 2: 7; E coli growth: 0.3; phage Ecoli inh: 0.3; DSG3 Ab inh: 97; Tat transport: 2; Arr AP2 block: 4; MOR-DOR inv ag: 5; SUMO Mot1 rescue: 1; AddAB inh: 3.4; PKA-R1A activ: -6; MOR-DOR ag: -0.7

Results for CCC(NC(=O)Nc1cc(OC)c(OC)c(OC)c1)(C(F)(F)F)C(F)(F)F ?
PfHsp90 yeast 2: -112; E coli growth: 1.1; phage Ecoli inh: 2.8; Tat transport: 4; Arr AP2 block: 22; MOR-DOR inv ag: -3; SUMO Mot1 rescue: -15; AddAB inh: 2.3; PKA-R1A activ: 12; MOR-DOR ag: 0.4

What do the screens show for `Cc1c(C(=O)O)cccc1[N+](=O)[O-]`?
PfHsp90 yeast 2: 34; E coli growth: 2.5; phage Ecoli inh: 2.1; DSG3 Ab inh: 103; Tat transport: -1; Arr AP2 block: 11; MOR-DOR inv ag: 8; SUMO Mot1 rescue: 144; AddAB inh: -0.7; PKA-R1A activ: -4; MOR-DOR ag: -1.5

How did COC(=O)c1ccc(CSc2ccc3nnc(-c4cccc(F)c4)n3n2)o1 do in these assays?
PfHsp90 yeast 2: 8; E coli growth: 1.5; phage Ecoli inh: 0.1; DSG3 Ab inh: 99; Tat transport: -2; Arr AP2 block: -2; MOR-DOR inv ag: 8; SUMO Mot1 rescue: -17; AddAB inh: -0.6; PKA-R1A activ: -12; MOR-DOR ag: -1.6

Rows were taken by chance, and some 2.8% of all compounds hit somewhere here.
